OXTR potentiator = potentiators of human oxytocin receptor. P30559. CHO-OTR cells, Fluo-8 calcium fluorescence, potentiator mode; 0% = oxytocin EC15, 100% = EC100. 320,000 tested, 0.061% active. activation, % at 3 µM;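 active means activation above that plate's cutoff, the mean activation of tested compounds plus 3 SD, cut at about 6.6% in these data, passing the limit was not always enough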;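 further: 100% uses oxytocin at 75 nM as the full agonist control; some results filed as inactive read as strong as hits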
Target sequence (P30559 whole entry, looked up): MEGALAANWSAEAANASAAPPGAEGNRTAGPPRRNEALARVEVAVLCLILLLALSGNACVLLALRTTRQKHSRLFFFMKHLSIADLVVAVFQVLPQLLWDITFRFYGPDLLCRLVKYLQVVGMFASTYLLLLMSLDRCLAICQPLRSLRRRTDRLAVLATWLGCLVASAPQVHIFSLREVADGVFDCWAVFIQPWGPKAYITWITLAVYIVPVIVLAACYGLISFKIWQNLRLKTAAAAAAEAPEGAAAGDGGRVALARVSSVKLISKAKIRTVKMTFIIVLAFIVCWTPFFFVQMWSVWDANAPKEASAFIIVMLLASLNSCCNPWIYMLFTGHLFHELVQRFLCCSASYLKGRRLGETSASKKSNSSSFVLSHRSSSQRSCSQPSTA
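Measured by – Fluo-8 calcium dye fluorescence · Test system – human OTR in CHO cells · Dosing – one concentration, 3.0 µM compound · Controls – EC15 oxytocin alone as 0%, 75 nM oxytocin as 100% · Evaluation – normalized max/min fluorescence ratio, % activation · Timing – 6 min pre-incubation, 100 s read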
M1 antag = human CHRM1 antagonism; P11229; CHO-K1 hM1, Fluo-8 calcium fluorescence, ACh EC80 antagonist; 360,000 tested, 1.3% active; AID 588852; inhibition, % at 3 µM;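 active means percent inhibition above its own plate's cutoff, namely the mean of that plate's compound wells plus 3 SD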;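 further: peak over basal fluorescence ratio during 140 s after agonist addition; 0% = ACh EC80 plus DMSO and 100% = DMSO alone without agonist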
Target sequence (P11229 whole entry, looked up): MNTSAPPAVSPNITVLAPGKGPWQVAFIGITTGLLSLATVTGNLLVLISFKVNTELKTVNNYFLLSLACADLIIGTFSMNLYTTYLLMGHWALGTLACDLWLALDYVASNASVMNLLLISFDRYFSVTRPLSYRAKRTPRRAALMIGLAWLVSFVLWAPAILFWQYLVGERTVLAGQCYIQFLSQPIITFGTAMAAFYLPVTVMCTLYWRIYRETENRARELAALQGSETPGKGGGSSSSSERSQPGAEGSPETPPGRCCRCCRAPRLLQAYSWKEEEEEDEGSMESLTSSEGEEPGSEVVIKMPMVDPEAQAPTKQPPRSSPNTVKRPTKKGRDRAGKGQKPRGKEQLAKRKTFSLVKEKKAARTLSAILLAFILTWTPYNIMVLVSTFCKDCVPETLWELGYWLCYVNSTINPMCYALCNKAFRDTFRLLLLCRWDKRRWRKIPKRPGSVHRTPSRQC
CHO-K1 Ca PAM = M1 PAM counterscreen hit in parental CHO-K1 cells. ATP EC20, Fluo-8 calcium fluorescence; 0% at ATP EC20, 100% at ATP max. activation, % at 3 µM. 360,000 tested, 0.02% active;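 active means activation above the run cutoff, the mean activation of all test compounds plus 3 SD, cut at about 40% in these data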;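 further: peak over basal fluorescence ratio in a 140 s read after ATP addition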
TAAR1 antagonist = antagonists of human TAAR1; AID 624466; inhibition, % at 3 µM; Q96RJ0; CHO RD-HGA16 TAAR1, Fluo-8 calcium fluorescence, antagonist; 360,000 tested, 1.5% active;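 active means inhibition above a per-plate cutoff, the mean inhibition of test compounds on that plate plus 3 SD, cut at about 49% in these data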;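 further: 0% = DMSO plus EC80 beta-PEA response and 100% = DMSO alone without agonist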
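test system = CHO RD-HGA16 cells bearing hTAAR1 | replication = singlicate | controls = DMSO-only wells and EC80 β-PEA-stimulated wells | reagent = EC80 β-phenethylamine stimulus | read-out basis = percent inhibition of PEA-evoked calcium signal, max/basal emission ratio | schedule = seeding 17-24 h prior, 75-min 37 °C, 30-min RT dye loading | signal = kinetic Fluo-8 calcium fluorescence measurement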
M1 ag = activates human CHRM1 receptor; 360,000 tested, 0.33% active; activation, % at 3 µM; P11229; CHO-K1 hM1, Fluo-8 calcium fluorescence, agonist mode; 0% DMSO, 100% acetylcholine EC100; AID 588814;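 active means activation above the run's mean compound activation plus 3 SD, cut at about 16% in these data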;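 further: peak over basal fluorescence ratio within a 140 s kinetic read after compound addition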
CHO parental Ca = signal in parental CHO cells, OX1R antagonist counter-screen. AID 463079. parental CHO-K1, ATP-induced calcium, Fluo-8 fluorescence. inhibition, % at 5.6 µM. 330,000 tested, 0.63% active;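 active means inhibition above that plate's mean sample inhibition plus 3 SD, cut at about 26% in these data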;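 further: 0% = ATP-challenged DMSO wells and 100% = DMSO wells without ATP; some compounds past the cut are filed as inactive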
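Assay system: untransfected parental CHO cell line. Also added: ATP agonist challenge. Dosing: one dose, 5.6 µM nominal. Measured by: Fluo-8 fluorescence. Read-out: % inhibition. Benchmarks: ATP wells versus no-ATP DMSO wells. Repeats: no replicates.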
M1 ag parental = M1 agonist counterscreen hit in parental CHO-K1 cells; Fluo-8 calcium fluorescence; scaled to maximal ATP response, vehicle zero; activation, % at 3 µM; 360,000 tested, 0.48% active; in the data active means activation above about 15%;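 further: untransfected CHO-K1 host cells lacking M1 receptor as counterscreen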
CHO-K1 Ca antag = M1 antagonist counterscreen hit in parental CHO-K1 cells; ATP-induced calcium, Fluo-8 fluorescence; inhibition, % at 3 µM; 360,000 tested, 0.6% active; AID 602250;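 active means inhibition above a per-plate cutoff, the plate's mean sample inhibition plus 3 SD, cut at about 24% in these data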;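 further: 0% = DMSO plus EC80 ATP and 100% = DMSO alone without ATP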
TAAR1 agonist = agonists of human TAAR1; Q96RJ0; CHO RD-HGA16 TAAR1, Fluo-8 calcium fluorescence; vehicle wells 0%, saturating PEA agonist 100%; activation, % at 3 µM; 360,000 tested, 0.99% active;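 active means activation above the mean activation of all test compounds in the run plus 3 SD, cut at about 38% in these data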
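System: CHO-derived RD-HGA16 cells with stable Gα16 and human TAAR1 / Times: 17-24 h plating, Fluo-8 75 min 37 °C, 30 min RT / Technique: calcium-sensitive Fluo-8 signal, excitation 470-495, emission 515-575 nm / Measure: % activation relative to PEA EC100 response / Benchmarks: DMSO and PEA EC100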
The depositor's hits bear a star; · = no result given. Not a hit list, and some 4.2% of all compounds hit somewhere here.

Sample of the layout, 2 compounds:
SMILES	OXTR potentiator	M1 antag	CHO-K1 Ca PAM	TAAR1 antagonist	M1 ag	CHO parental Ca	M1 ag parental	CHO-K1 Ca antag	TAAR1 agonist
CCOc1ccc(N2CC(C(=O)NCCCN3CCOCC3)CC2=O)cc1 (stereo not drawn)	-6	-13	15	-6	0	-8	0.7	-5	8
Cc1ccc(C)c2c1[nH]c1ccccc12	-10	5	-7	15	-4	-8	-0.5	11	3

Results, repeating the preview:
SMILES	OXTR potentiator	M1 antag	CHO-K1 Ca PAM	TAAR1 antagonist	M1 ag	CHO parental Ca	M1 ag parental	CHO-K1 Ca antag	TAAR1 agonist
CCOc1ccc(N2CC(C(=O)NCCCN3CCOCC3)CC2=O)cc1 (stereo not drawn)	-6	-13	15	-6	0	-8	0.7	-5	8
Cc1ccc(C)c2c1[nH]c1ccccc12	-10	5	-7	15	-4	-8	-0.5	11	3
OCC[C@H]1C[C@H](O)[C@@H](O)[C@@]2(Cc3ccccc3O2)O1	-1	1	13	9	-3	8	0.8	-9	6
CC1CCCCC12NC(=O)N(Cn1nnc3ccccc3c1=O)C2=O (stereo not drawn)	-2	-40	-7	-3	1	-10	1.1	-10	21
Cc1ccc(-c2nnc(COC(=O)c3ccco3)o2)cc1	-3	-11	6	-10	-3	-15	0.6	-19	1
CC(C)COC(=O)N(C)C[C@H]1OCc2cn(nn2)CCCC(=O)N([C@@H](C)CO)C[C@@H]1C	·	-3	11	-10	-2	·	0.8	10	6
CC1(C)Cc2c(c(N3CCOCC3)nc3sc4c(NCC5CCCO5)nnnc4c23)CS1 (stereo not drawn)	-8	-3	18	-21	-6	-13	2.3	-13	10
Cc1cc2c(=O)n(CC(=O)NCC(=O)N3CCN(Cc4ccccc4)CC3)cnc2s1	-3	-5	20	12	-5	0	3.9	-4	2
COc1ccc([C@@H]2C[C@H]3[C@@H](CN2S(=O)(=O)c2ccccc2)C(=O)C[C@@H](c2ccccc2)N3S(=O)(=O)c2ccc(C)cc2)cc1	·	-8	23	-11	-2	·	2.2	-6	0
Cc1ccc(-c2nn(CCC(=O)NN3CCOCC3)c(=O)c3ccccc23)cc1	-4	-9	5	-18	-2	-15	0.2	-13	0
N#CCSc1nc2c(c(=O)n1Cc1ccccc1)C1(CCCC1)Cc1ccccc1-2	-26	-5	15	-11	-3	-23	0.5	-10	16
CC1(C)CC(=O)/C(=C(\O)c2ccccc2)C(=NCCO)C1	4	4	-4	-8	-5	-7	-0.1	9	3
O=c1oc2ccc3ccccc3c2cc1-c1nnc(-c2cccs2)o1	-1	-9	13	12	-4	3	1.0	-12	1
COc1ccccc1N1CCN(S(=O)(=O)c2ccc(-n3cnnn3)c(C)c2)CC1	-12	3	14	-7	-7	-18	0.9	8	-1
COc1cc(C(=O)NCCC(=O)NC2CCC(C)CC2)cc(OC)c1OC (stereo not drawn)	-5	-18	26	-10	0	-19	0.4	-9	1
COC(=O)Cc1csc(NC(=O)CSc2nncn2C)n1	-3	-18	15	16	2	-7	0.6	-18	3
CC(=O)Nc1sc2c(c1C(N)=O)CCN(Cc1ccccc1)C2	-4	-14	19	7	-2	-6	1.8	-18	1
COc1ccc(NS(=O)(=O)c2ccc3c(c2)NC(=O)CO3)cc1	-19	14	0	4	-4	20	1.8	0	1
COc1cc(CNC23CC4CC(CC(C4)C2)C3)ccc1OCc1ccccc1	-18	1	15	2	-8	2	2.7	0	26
COc1cc(C#N)ccc1OCC(=O)Nc1cccc(S(=O)(=O)N(C)c2ccccc2)c1	·	17	-9	74*	2	·	10	1	12
COc1ccc(C(=O)NNC2=CC(=O)CC(C)(C)C2)cc1OC	2	-2	16	-14	-7	5	0.6	-8	2
CCC(=O)N(C)CCc1cc2c(c(OC)c1/C=N/Nc1ccc(C(=O)O)cc1)OCO2	1	2	23	-19	0	5	0.7	-13	0
CCOc1cc(C2Nc3ccccc3NC3=C2C(=O)CC(C)(C)C3)ccc1O (stereo not drawn)	-1	8	4	-2	-3	-8	0.9	0	0
CCOc1ccc(N2CC(C(=O)NCc3ccc(C)n3C)CC2=O)cc1 (stereo not drawn)	-8	8	11	-37	-1	7	-0.4	-4	1
CCC(C)Sc1ccc([C@H]2N[C@@](CC(C)C)(C(=O)OC)[C@H]3C(=O)N(C)C(=O)[C@@H]23)cc1 (stereo partly drawn)	-4	1	9	2	-5	-18	-0.5	-9	2

As entered above.
M1 antag, CC1(C)Cc2c(c(N3CCOCC3)nc3sc4c(NCC5CCCO5)nnnc4c23)CS1 (stereo not drawn) stands at -3
CHO-K1 Ca antag, CCC(C)Sc1ccc([C@H]2N[C@@](CC(C)C)(C(=O)OC)[C@H]3C(=O)N(C)C(=O)[C@@H]23)cc1 (stereo partly drawn) stands at -9

Next section:
SMILES	OXTR potentiator	M1 antag	CHO-K1 Ca PAM	TAAR1 antagonist	M1 ag	CHO parental Ca	M1 ag parental	CHO-K1 Ca antag	TAAR1 agonist
O=C(NC(=S)Nc1ccccn1)c1ccco1	-6	-9	20	4	-7	-6	0.5	-8	0
COc1ccccc1/C=C\C=N\NC(=O)CCn1nnc2ccccc21	-12	4	7	24	-6	-8	2.1	6	10
CCOC(=O)[C@H]1[C@H]2COc3ccc(Br)cc3[C@@H]2N2C(=O)CN(C)C(=O)[C@@]12C	·	-4	14	-6	3	·	0.3	-4	2
CC(NC(=O)c1ccccc1F)c1nnc(SCc2nc3ccccc3c(=O)[nH]2)n1C (stereo not drawn)	-1	-8	21	6	-7	-18	0.9	-16	5
N#C/C(=C\c1ccccc1C(=O)O)c1nc2ccccc2[nH]1	-4	-2	2	2	-2	-1	4.8	-4	4
CC(C)(C)C(=O)Nc1ccc(C(=O)CSc2nnc(C3CC3)n2C2CC2)cc1	3	4	-4	14	-3	-14	0.7	0	1
COc1cc2c(cc1OC)C(C(=O)NCCN(C)C)C(c1cccs1)N(C)C2=O (stereo not drawn)	-11	-5	-8	-3	0	-4	-0.3	8	1
COc1ccc2cc(OCC(=O)NNC(=O)Nc3ccc(C(C)=O)cc3)ccc2c1	-8	-5	24	1	1	17	5.6	-4	5
CC(C)[C@H](NC(N)=O)C(=O)NNC(=O)COc1cccc(C(F)(F)F)c1	6	-9	17	6	-4	21	1.1	-10	4
CC(C)(C)Cc1c(C2CCCCC2)nc2ccc(Cl)cn12	·	1	7	-7	9	·	13	-3	2
CC1Cc2ccccc2N1C(=O)CSc1nnc(C2CC2)n1C (stereo not drawn)	-16	-5	6	8	-9	-14	3.6	5	1
Cc1ccc(S(=O)(=O)Cn2cnnn2)cc1	-1	1	5	2	-4	1	0.5	0	3
CC(C)NC(=O)c1cc(C2CCCCN2S(=O)(=O)c2cccc3cccnc23)on1 (stereo not drawn)	·	-10	12	1	-10	·	0.4	-6	-2
CCC(NC(=O)c1ccc([N+](=O)[O-])cc1[N+](=O)[O-])c1ccccc1 (stereo not drawn)	-3	-18	9	6	1	-1	1.0	-8	16
CC(=O)c1cccc(NC(=O)C(C)N2CCc3ccccc3C2)c1 (stereo not drawn)	-1	-13	8	-7	-4	-16	0.2	-12	-2
C#CCn1cc(/C=C2\NC(=O)NC2=O)c2ccccc21	-12	-25	-3	-3	-2	-2	1.6	-3	1
Cc1nn(C)c(C(=O)Nc2ccc3c(c2)OCO3)c1[N+](=O)[O-]	·	16	-19	-4	-5	·	-0.1	7	0
Cc1nc2ccc(NC(=O)CS(=O)(=O)c3ccccc3)cc2s1	-6	-2	22	1	-1	6	0.4	-3	1
CC1CCCCC1NC(=O)COC(=O)/C=C/c1ccco1 (stereo not drawn)	-5	-9	7	15	-4	-16	0.1	-15	1
CCCCCOc1ccc(C(=O)NCCC(=O)NCCCC(=O)OCC)cc1	-7	-15	14	-19	-2	-11	3.0	-6	0
CCOc1cc(C(=O)Nc2ccc(C)cc2C)ccc1OCC(=O)N1CCCCC1	4	-11	9	-8	-5	-4	0.3	-3	-1
CC1(C)C([N+](=O)[O-])C(c2ccc(F)cc2)NC(c2ccc(F)cc2)C1[N+](=O)[O-] (stereo not drawn)	0	1	4	-25	-5	-24	0.8	-10	-2
CN(NC1OC(=O)c2ccccc21)c1ccc(C(F)(F)F)cc1[N+](=O)[O-] (stereo not drawn)	-8	-15	23	2	-3	-8	0.5	-11	0
CC1CC(=O)N(c2ccc(NCCc3ccc(O)cc3)c([N+](=O)[O-])c2)C1=O (stereo not drawn)	-8	27	-11	10	8	1	8.9	2	9
CCn1ncc(CNC(=O)CCCSc2nc(-c3ccco3)cc(C(F)(F)F)n2)c1C	-14	-12	19	3	-4	-34	1.7	-5	-2
More entries follow.
SMILES	OXTR potentiator	M1 antag	CHO-K1 Ca PAM	TAAR1 antagonist	M1 ag	CHO parental Ca	M1 ag parental	CHO-K1 Ca antag	TAAR1 agonist
Nc1ccc2c(c1)C(=O)c1ccccc1C2=O	-8	7	-26	-8	-3	4	0.4	7	1
O=C(NCCc1cccnc1)C1CCC(=O)N(CCc2cccc(F)c2)C1 (stereo not drawn)	·	1	-15	-13	4	·	-0.1	4	1
CCOc1ccc2oc(C(=O)OCC(=O)NCC3CCCO3)c(C)c2c1 (stereo not drawn)	·	-5	4	-18	-1	·	9.8	5	3
COc1cccc(NC(=O)n2nc(N)cc2-c2ccc(Cl)cc2)c1	-5	5	2	-2	-2	4	0.3	2	1
Cc1cc(C(=O)Nc2ccc(C(=O)O)cc2)c(C)o1	-2	-15	6	-22	-3	-6	0.3	1	-1
COc1ccc(/C=C2\SC(=O)N(CC(=O)Nc3cccc(C)c3)C2=O)cc1O	-9	-12	16	31	0	-4	4.1	-1	2
CCC(C)N(C(=O)COC(=O)CSc1ccc([N+](=O)[O-])cc1)C1CCS(=O)(=O)C1 (stereo not drawn)	·	-2	10	-12	1	·	2.6	-6	1
COc1c(C)cc(C(O)c2ncc(-c3ccccc3Cl)[nH]2)cc1C (stereo not drawn)	·	-9	25	-25	-2	·	2.2	-13	1
OC(COc1cccc2ccccc12)CN1CCN(c2ccccn2)CC1 (stereo not drawn)	-5	0	16	-8	-3	-14	2.9	-9	7
Cc1ccc(OCCC(=O)OCC(=O)Nc2ccc3c(c2)OCCO3)cc1	1	-29	-20	-29	-1	-3	1.0	-2	1
Cc1cc(C)n2c(=O)c3ccc(Cl)cc3nc2c1C#N	-9	-10	24	-26	-4	2	1.1	-17	-1
Cc1ccc(C(=O)/C=C/Nc2ccccc2C(N)=O)o1	-3	-8	17	-1	-4	-7	0.6	-10	4
Cc1ccc(CNC(=O)COC(=O)CCOc2ccc(C)cc2)cc1	4	-14	25	-20	-7	-30	0.1	-6	-3
N#Cc1ccccc1Cn1cc(/C=N/Nc2ccc([N+](=O)[O-])cn2)c2ccccc21	1	-5	9	2	-7	-12	0.2	-3	19
